# From PubChem
# RAM inhibit: blocks the yeast RAM network; S. cerevisiae dse1pr::URA3 reporter, 5-FOA growth OD615, 2 d; analog-sensitive cbk1-as2 kinase mutant strain; inhibition, % at 50 µM; actives 1.8% (n = 190,000); AID 868;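 active = inhibition above a set limit, 3 SD over mean compound inhibition, cut at about 8.4% in these data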;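 note: 0% = DMSO-only wells with no growth and 100% = 10 µM 1-NA-PP1 full growth; inhibition rescues growth on 5-FOA so higher OD means more RAM inhibition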
# bIAP inhibitor: intestinal alkaline phosphatase (bovine) inhibition; inhibition, % at 20 µM; purified bovine IAP, CDP-star luminescence, 30 min; 190,000 tested, under 10 active;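 active = over 50% inhibition of intestinal alkaline phosphatase at 20 µM in the single-dose screen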
#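 System: purified bovine intestinal alkaline phosphatase (IAP) enzyme; Input: IAP diluted 1/65,000,000 in the well; Measured by: CDP-star luminescence signal; Compound dosing: 20 µM single dose; Incubation: 30 min reaction at room temperature.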
# TNAP inh hiacc: inhibitors of human TNAP at high phosphate acceptor concentration | purified TNAP, CDP-star luminescence, 1 M DEA | inhibition, % at 20 µM | actives 0.03% (n = 200,000);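 active = over 50% inhibition of tissue-nonspecific alkaline phosphatase at 20 µM in the single-dose screen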;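 note: plate controls were DMSO wells for no effect and EDTA-quenched wells as full inhibition for full effect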
# Target sequence (P05186 whole entry, looked up): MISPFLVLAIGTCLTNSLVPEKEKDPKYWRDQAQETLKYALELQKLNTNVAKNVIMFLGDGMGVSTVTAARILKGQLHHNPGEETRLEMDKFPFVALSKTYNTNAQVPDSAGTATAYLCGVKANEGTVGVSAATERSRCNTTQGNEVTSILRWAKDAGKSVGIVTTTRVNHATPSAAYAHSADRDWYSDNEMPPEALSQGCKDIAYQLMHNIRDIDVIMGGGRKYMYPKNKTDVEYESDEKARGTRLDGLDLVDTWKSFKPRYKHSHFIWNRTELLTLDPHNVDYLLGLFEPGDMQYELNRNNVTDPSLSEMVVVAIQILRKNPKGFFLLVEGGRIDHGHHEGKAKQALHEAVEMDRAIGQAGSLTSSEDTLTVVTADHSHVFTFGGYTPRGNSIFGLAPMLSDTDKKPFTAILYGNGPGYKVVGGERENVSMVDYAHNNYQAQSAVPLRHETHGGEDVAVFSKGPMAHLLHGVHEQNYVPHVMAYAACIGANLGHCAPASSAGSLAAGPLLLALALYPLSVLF
# APP transl inh: APP translation inhibition; SH-SY5Y APP 5'UTR-luciferase reporter, luminescence; inhibition, % at 2 µM; actives 0.82% (n = 190,000); AID 1285;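 active = inhibition above a set limit, derived from the sample mean plus 3 SD, cut at about 45% in these data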; note: values of inactives mirror those of a sister screen read the other way
# FLuc stim CS: firefly luciferase counter-screen for stimulation assays | P08659 | ATPlite luciferase biochemical, luminescence, 10 min; 0 = ATP-free wells, 1 = DMSO control | activation factor at 10 µM | 200,000 tested, under 10 active | AID 1027;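 active = luciferase activation factor, scaled between plate controls, of at least 2 with compound at 10 µM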
# Target sequence (P08659 whole entry, looked up): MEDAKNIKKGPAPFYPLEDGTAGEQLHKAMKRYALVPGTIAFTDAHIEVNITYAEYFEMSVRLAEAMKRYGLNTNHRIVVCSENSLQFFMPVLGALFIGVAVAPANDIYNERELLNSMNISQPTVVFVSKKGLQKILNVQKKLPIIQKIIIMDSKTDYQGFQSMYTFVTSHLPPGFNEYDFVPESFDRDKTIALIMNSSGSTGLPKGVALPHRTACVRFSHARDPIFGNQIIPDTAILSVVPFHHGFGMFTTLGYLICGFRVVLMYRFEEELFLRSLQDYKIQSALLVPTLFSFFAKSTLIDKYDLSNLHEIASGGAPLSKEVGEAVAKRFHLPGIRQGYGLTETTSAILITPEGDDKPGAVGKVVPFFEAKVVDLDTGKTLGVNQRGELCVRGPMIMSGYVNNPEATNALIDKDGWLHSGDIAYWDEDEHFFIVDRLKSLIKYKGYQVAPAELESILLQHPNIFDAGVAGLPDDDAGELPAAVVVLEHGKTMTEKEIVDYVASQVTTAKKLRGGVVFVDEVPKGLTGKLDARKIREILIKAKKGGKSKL
#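 Material: luciferase plus luciferin reagent, cell-free. Medium: PBS buffer for ATP. Also added: ATP substrate, dispensed from a 10.24 µM working solution in PBS. Doses: test compounds dosed from 2 mM stocks in 100% DMSO. Incubation: 10 min post-reagent at room temperature. Technique: light output (luminescence). Read-out basis: luminescence gain marking luciferase activators.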
# bIAP act: intestinal alkaline phosphatase (bovine) activation; purified bovine IAP, CDP-star luminescence, 30 min; hits give high values; fold of DMSO-control signal, blank-subtracted; activation factor at 20 µM; actives 0.17% (n = 200,000);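 active = activation factor of 2 or more at 20 µM, a signal rise over negative controls twice the positive control's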
# FLuc inhib CS: inhibits firefly luciferase, flagging false hits in luciferase inhibition screens. P08659. ATPLite firefly luciferase biochemical luminescence, 10 min. inhibition, % at 10 µM. actives 1.5% (n = 200,000). AID 1006;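 active = inhibition above about 50% when tested at 10 µM, limit read from the data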
# TNAP act hiacc: TNAP (human) activation, high acceptor; P05186; purified TNAP, CDP-star luminescence, 1 M DEA, 30 min; hits give high values; 0 = EDTA background, 1 = DMSO-only activity; 200,000 tested, under 10 active; activation factor at 20 µM;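 active = activation factor at least 2 at 20 µM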
#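 Measured by: Luminescent substrate turnover signal | Test system: Human TNAP | Input: TNAP 1/800 final | Dosing: 20 µM single point | Schedule: 30 min, room temperature | Controls: EDTA wells as negative control, DMSO wells as positive control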
# TNAP inh noacc: blocks human TNAP activity with no phosphate acceptor present; P05186; purified TNAP, CDP-star luminescence, 30 min; inhibition, % at 20 µM; actives 0.26% (n = 200,000); AID 1012;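 active = tissue-nonspecific alkaline phosphatase inhibition above about 50% at 20 µM in the single-dose screen, limit read from the data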;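 note: 0% = DMSO negative control and 100% = EDTA positive control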
# Lmaj promast: inhibitors of Leishmania major promastigote growth; Leishmania major promastigotes, resazurin fluorescence viability; inhibition, % at 10 µM; actives 9% (n = 200,000); in the data active = inhibition above about 50%;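 note: promastigotes grown with compound for 44 hours at 28 °C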
# The depositor's hits bear a star; x = not tested or not shown. This is a random part of the collection; about 13% have a hit in one of these screens.
# Order of values – RAM inhibit | bIAP inhibitor | TNAP inh hiacc | APP transl inh | FLuc stim CS | bIAP act | FLuc inhib CS | TNAP act hiacc | TNAP inh noacc | Lmaj promast
CCOC(=O)N1CCC(c2cc(=O)n3[nH]cc(C(=O)OC)c3n2)CC1
→ -0.9 | 3 | 2 | 12 | 1.1 | 1 | -6 | 1 | -16 | -6
CN1CCN(CCCN(Cc2ccco2)C(=S)Nc2ccc(Cl)cc2)CC1
→ -0.1 | -10 | 0 | -15 | 1 | 1.1 | 1 | 1 | -2 | 1
Cc1cccc(OCC(=O)Nc2ccc(N3CCN(C(=O)c4ccco4)CC3)cc2)c1
→ 3.6 | -2 | 4 | 6 | 1 | 1 | 0 | 1 | -3 | 22
CCOC(=O)CCC(=O)O[C@H]1[C@H](O[C@@H]2[C@@H](C)[C@H](O[C@H]3C[C@@](C)(OC)[C@@H](O)[C@H](C)O3)[C@@H](C)C(=O)O[C@H](CC)[C@@](C)(O)[C@H](O)[C@@H](C)C(=O)[C@H](C)C[C@@]2(C)O)O[C@H](C)C[C@@H]1N(C)C
→ -2.3 | 11 | -2 | -4 | 1 | 0.9 | 3 | 1 | -6 | -4
COC(=O)c1cc(OC)c(OC)cc1NC(=O)c1cccc(OC)c1OC
→ 6.1 | -35 | -6 | -15 | 1.1 | 1.3 | -6 | 1.1 | -8 | 17
CCC(=O)c1ccc(N2CCCCCC2)c(F)c1
→ 0.3 | 13 | -7 | -29 | 0.9 | 0.9 | 10 | 1.1 | 0 | 20
CCCN(CCC)C(=O)Cc1coc2ccc3ccccc3c12
→ 1.1 | 0 | -5 | -27 | 1 | 1 | -3 | 1.1 | -3 | -3
C=CCOc1c(Br)cc(CNc2ccc3[nH]c(=O)[nH]c3c2)cc1OCC
→ 1.6 | -2 | -6 | 3 | 1.1 | 1 | -9 | 1.1 | -14 | 2
COc1ccc(NC(=O)C2CCN(S(=O)(=O)c3ccc(OC)c(OC)c3)CC2)cc1
→ 2.3 | 2 | -4 | -6 | 0.8 | 1 | 19 | 1 | -20 | -1
O=C(Nc1ncc(C(F)(F)F)cc1Cl)c1ccc(S(=O)(=O)N2CCOCC2)cc1
→ 1.4 | 10 | -7 | -30 | 1 | 0.9 | -4 | 1.1 | -11 | 8
C[N+](C)(CC#Cc1ccccc1)CC(=O)c1ccc(Cl)cc1
→ 0.8 | 15 | -3 | -5 | 1 | 0.9 | -4 | 1 | -13 | -2
Cc1ccccc1OCCSc1nc(N(C)C)nc(N(C)C)n1
→ 0.1 | 0 | -3 | -7 | 1.1 | 1 | -7 | 1 | -16 | 25
COc1cc2c(cc1OC)CN(c1ccc([N+](=O)[O-])cc1C#N)CC2
→ 0.5 | 3 | 6 | 5 | 1.1 | 1 | -6 | 0.9 | -6 | 3
O=C(NCCCn1ccnc1)c1ccc(S(=O)(=O)N2CCOCC2)cc1
→ 2.3 | 2 | -4 | 6 | 1.1 | 1 | -5 | 1 | -9 | 17
COc1ccccc1NC(=O)c1ccccc1NS(=O)(=O)c1cccs1
→ 3.1 | 1 | -5 | -4 | 1 | 1 | -2 | 1 | -11 | -4
O=C(NC(NC(=S)Nc1c(Cl)cc(Cl)cc1Cl)C(Cl)(Cl)Cl)OCc1ccccc1 (stereo not given)
→ 8.0 | 10 | 2 | -16 | 1.1 | 0.9 | -5 | 1 | -9 | 33
COc1ccc(NC(=S)NC23CN4CN(CN(C4)C2)C3)cc1
→ 1.1 | x | -6 | -4 | 1 | 0.4 | -2 | 1.1 | -8 | 0
CCOc1nc(S(=O)(=O)c2ccc(C)cc2)c(Cl)s1
→ 1.1 | 18 | -9 | -1 | 1.1 | 0.8 | -8 | 1.1 | -5 | 7
Cn1c(=O)c2c(nc(CN3CCOCC3)n2CCN2CCOCC2)n(C)c1=O
→ 0.1 | 4 | -6 | 3 | 1.1 | 1 | -6 | 1.1 | -13 | 0
CCC1Oc2ccc(C)cc2N(CC(=O)NCc2ccccc2OC)C1=O (stereo not given)
→ 3.3 | 10 | -4 | -12 | 1 | 0.9 | -4 | 1 | -3 | -10
O=C1CC(c2ccccc2)CN1C(=O)c1ccccc1 (stereo not given)
→ 3.2 | 3 | -4 | 7 | 1 | 1 | -1 | 1 | -9 | -12
CC(C)(C)c1nc(NC(=O)Nc2ccccc2)sc1Br
→ 2.6 | -2 | -2 | -51 | 1 | 1 | 1 | 1 | -5 | -4
CCOC(=O)c1sc(=S)n(-c2ccc(F)c(F)c2)c1N
→ 3.5 | 3 | 0 | 9 | 1 | 1 | -3 | 1 | -13 | 37
CCN(CCCNC(=O)CCCN1C(=O)COc2ccc(C)cc21)c1cccc(C)c1
→ 1.0 | 5 | -2 | -2 | 1.1 | 0.9 | -6 | 1 | -8 | 16
CC(=O)Nc1cccc(NC(C)=O)n1
→ -0.2 | 8 | -8 | 13 | 1.1 | 0.9 | -6 | 1.1 | -5 | -2
CCOC(=O)C1CCCN(C(=O)c2cc(=O)c3ccccc3o2)C1 (stereo not given)
→ 5.2 | 2 | -7 | 5 | 1 | 1 | -3 | 1.1 | -10 | -8
Cc1cc(C(=O)N2CCN(C/C=C/c3ccccc3)CC2)no1
→ 1.9 | -11 | 1 | 1 | 1 | 1.1 | -1 | 1 | -2 | 36
CCC(C)NC(=O)c1c(N)n(/N=C/c2cccnc2)c2nc3ccccc3nc12 (stereo not given)
→ 5.6 | -13 | -4 | -8 | 1.1 | 1.1 | -7 | 1 | -4 | 16
COc1cc2[nH]c(=S)nc(NCCc3ccc(S(N)(=O)=O)cc3)c2cc1OC
→ 2.0 | -8 | 18 | -12 | 1 | 1.1 | -4 | 0.8 | 6 | -1
S=C(NCc1ccncc1)Nc1ccc(Cl)cc1
→ 0.5 | 6 | -7 | 10 | 1.1 | 0.9 | -10 | 1.1 | -2 | 26
Cc1ccc(-c2nn(-c3ccccc3)cc2NC(=O)c2ccccc2)cc1
→ 4.3 | -2 | -2 | 12 | 1 | 1 | -1 | 1 | -6 | 16
O=C(CSc1nc(O)cc(=O)n1-c1ccccc1)Nc1ccccn1
→ 0.2 | 1 | -8 | -13 | 1 | 1 | -1 | 1.1 | -7 | -2
Clc1ccc(C=NC23CN4CN(CN(C4)C2)C3)cc1
→ -0.3 | -1 | 1 | -1 | 1 | 1 | -2 | 1 | -3 | -1
Cc1ccc(N(CN2C(=O)c3ccccc3C2=O)C(=O)c2ccc([N+](=O)[O-])cc2[N+](=O)[O-])cc1
→ 4.9 | -2 | 1 | -15 | 1.1 | 1 | -6 | 1 | -15 | 4
O=C(CCCO)N/N=C/c1cc(Br)ccc1O
→ -0.7 | -8 | 0 | -6 | 1 | 1.1 | -3 | 1 | -39 | 13
Cc1cccc(NC(=O)C2CCN(S(=O)(=O)c3cccc4cccnc34)CC2)c1
→ 1.9 | 8 | -10 | 5 | 1 | 0.9 | 0 | 1.1 | -13 | 2
Cc1ccccc1C(=O)c1cccn1CC(=O)N1CCCCCC1
→ 0.3 | 3 | -3 | 5 | 1 | 1 | -2 | 1 | -10 | 22
O=c1c(Cc2ccccc2)c(O)nc2n1CCCS2
→ 2.5 | 1 | -3 | -6 | 1 | 1 | -5 | 1 | -13 | -5
Cc1ccc2cc(CCNC(=O)c3cc4ccccc4o3)c(=O)[nH]c2c1C
→ 1.8 | 2 | -4 | -1 | 1 | 1 | -4 | 1 | -8 | -8
Cc1ccccc1-n1nnc2c(=O)oc3ccccc3c21
→ 0.0 | 6 | 4 | 3 | 1 | 0.9 | 1 | 1 | -6 | -6

# Just bIAP act (2 entries from above):
Compound,bIAP act
CC(C)(C)c1nc(NC(=O)Nc2ccccc2)sc1Br,1
CCOC(=O)c1sc(=S)n(-c2ccc(F)c(F)c2)c1N,1

# The listing continues:
Molecule	RAM inhibit	bIAP inhibitor	TNAP inh hiacc	APP transl inh	FLuc stim CS	bIAP act	FLuc inhib CS	TNAP act hiacc	TNAP inh noacc	Lmaj promast
S=C(NCCc1ccccc1)NC1CCCCCC1	-0.8	49	-1	-78	0.9	0.5	5	1	-1	1
CCOC(=O)C1CCN(C(=O)C2c3ccccc3C(=O)N(C)C2c2ccc(OC)cc2)CC1 (stereo not given)	4.3	1	-1	12	1.1	1	-6	1	-10	-5
Cc1ccc(CCNC(=O)CCS(=O)(=O)c2ccc(Br)cc2)cc1	0.3	2	-7	-6	1.1	1	-6	1.1	-18	-4
N#C/C(C(=O)N1CCCCC1)=C1/N=C(N)c2ccccc21	0.5	3	3	-8	1	1	-2	1	-22	61*
COc1ccc2c(c1)C(C1C(=O)CCCC1=O)c1ccccc1O2 (stereo not given)	1.8	0	2	2	1	1	-2	1	-6	-4
CCn1c(COc2ccccc2)nnc1SCC(=O)Nc1cc(C)ccc1OC	1.8	2	-3	-5	1.1	1	-7	1	-4	2
COc1cnn(-c2cc(Oc3ccc(C)cc3)ncn2)c(=O)c1Cl	1.4	-11	-6	-7	1	1.1	-2	1.1	-14	1
Cc1ccc(Oc2ccc(N)cc2)cc1	0.9	2	-1	4	1	1	-1	1	-12	-5
Cc1cc(N2CCN(C(=O)c3ccco3)CC2)n2nc(-c3cccc(Cl)c3)cc2n1	2.0	10	-7	14	1.1	0.9	-6	1.1	-16	11
CCNC(=S)N/N=C/c1sccc1C	0.0	5	2	3	0.7	0.9	35	1	-49	5
CCOC(=O)c1c(C)[nH]c(C=Nc2ccccc2)c1O	0.4	-2	1	-7	1	1	-4	1	-3	-3
CCOC(=O)c1c(C)nc2c(c1-c1ccccc1)C(=O)CCC2	1.3	-5	0	-10	1.1	1	-6	1	-6	-2
CCCN(CC(=O)Nc1ccccc1Br)CC(=O)Nc1ccc(F)c(F)c1F	1.5	-20	0	9	1	1.2	1	1	-41	9
N#CCC(=O)NNC(=S)Nc1ccccc1C(F)(F)F	-0.4	-32	2	-16	1.1	1.3	-7	1	36	12
O=C(NCc1ccccc1Cl)C(=O)NCC1OCCN1S(=O)(=O)c1cccs1 (stereo not given)	2.0	1	1	16	1	1	0	1	-7	3
Cc1cc(C)c(C(=O)COC(=O)c2cccc(S(=O)(=O)NCc3ccccc3)c2)cc1C	6.9	8	3	-21	1	0.9	-2	1	-6	12
COc1ccc(C(=O)Nc2nccs2)cc1OC	0.2	-4	-2	5	1	1	3	1	-7	5
COC(=O)C1=C(C)Nc2nc(-c3ccccc3)nn2C1c1ccc(C)o1 (stereo not given)	0.9	5	-5	-14	1	1	3	1	2	18

# Random excerpt: three entries already listed, in no set order.
Molecule	RAM inhibit	bIAP inhibitor	TNAP inh hiacc	APP transl inh	FLuc stim CS	bIAP act	FLuc inhib CS	TNAP act hiacc	TNAP inh noacc	Lmaj promast
COc1ccc(C(=O)Nc2nccs2)cc1OC	0.2	-4	-2	5	1	1	3	1	-7	5
CCOC(=O)c1c(C)[nH]c(C=Nc2ccccc2)c1O	0.4	-2	1	-7	1	1	-4	1	-3	-3
N#CCC(=O)NNC(=S)Nc1ccccc1C(F)(F)F	-0.4	-32	2	-16	1.1	1.3	-7	1	36	12
